Screening results (PubChem BioAssay)
RBX1-CUL1 inh: human ROC1-CUL1 E3 ligase inhibition; P62877+Q13616; in vitro K48 di-Ub FRET, acceptor:donor ratio, 45 min; inhibition, % at 10 µM; 0.6% of 140,000 active; in the data active = inhibition above about 25%
Target sequence (P62877 whole entry, looked up): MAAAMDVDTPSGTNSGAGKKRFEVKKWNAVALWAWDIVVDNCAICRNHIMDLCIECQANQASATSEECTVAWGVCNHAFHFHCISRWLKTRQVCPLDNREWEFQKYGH
Target sequence (Q13616 whole entry, looked up): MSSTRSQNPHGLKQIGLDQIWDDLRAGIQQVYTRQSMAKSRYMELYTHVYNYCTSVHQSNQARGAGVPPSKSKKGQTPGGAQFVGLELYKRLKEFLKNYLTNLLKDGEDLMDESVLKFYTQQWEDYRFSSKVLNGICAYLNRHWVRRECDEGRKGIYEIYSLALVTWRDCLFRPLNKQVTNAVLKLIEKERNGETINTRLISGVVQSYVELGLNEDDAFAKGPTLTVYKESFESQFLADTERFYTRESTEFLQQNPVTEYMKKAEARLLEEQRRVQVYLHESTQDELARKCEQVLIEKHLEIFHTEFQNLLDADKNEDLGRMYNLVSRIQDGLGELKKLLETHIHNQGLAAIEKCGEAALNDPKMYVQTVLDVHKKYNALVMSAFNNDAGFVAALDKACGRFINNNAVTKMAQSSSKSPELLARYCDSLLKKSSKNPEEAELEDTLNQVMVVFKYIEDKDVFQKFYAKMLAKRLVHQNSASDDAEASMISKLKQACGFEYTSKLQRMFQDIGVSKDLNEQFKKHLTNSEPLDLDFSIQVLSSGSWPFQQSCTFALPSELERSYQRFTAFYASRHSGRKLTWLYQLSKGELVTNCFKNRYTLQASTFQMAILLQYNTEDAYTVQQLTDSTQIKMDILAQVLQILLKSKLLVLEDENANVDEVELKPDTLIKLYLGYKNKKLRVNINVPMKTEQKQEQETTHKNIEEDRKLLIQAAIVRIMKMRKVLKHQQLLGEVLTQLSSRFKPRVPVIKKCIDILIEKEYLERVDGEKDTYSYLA
Active calls of the source: *. These rows are one share of the data; the hit share may differ from the screen's.

SMILES	RBX1-CUL1 inh
CC(C)(C)NC(=O)C(Cc1ccccc1)N1C(=O)c2ccccc2C1=O (configuration not stated)	5
Cc1ccc(C)c(N2CCN(C(=O)CCc3nnc4n(CC(C)C)c(=O)c5ccccc5n34)CC2)c1	-6
COC1(OC)OC2=C(C(=O)c3ccccc32)C(c2ccc([N+](=O)[O-])cc2)C1(OC)OC (configuration not stated)	-1
O=C1N=c2ccccc2=C1c1sc(=S)n(NC(=O)c2ccccc2)c1O	5
COC(=O)c1cnc2ccccc2n1	-1
O=C1CC(c2ccccc2)CC(=O)C1C=NCc1ccc2c(c1)OCO2 (configuration not stated)	2
O=C1C=CC=CC(C(=O)/C=C/c2ccc(Cl)cc2)C1=O (configuration not stated)	-10
COc1ccc(/C=C2/NC(=S)N(C)C2=O)cc1COc1ccc(F)cc1	2
CCCCCCCCCCCC[n+]1ccc2c(c1)nnn2C	-2
Cc1oc2ncn(CC(C)C)c(=O)c2c1C(=O)N(CCN(C)C)Cc1ccccc1	-6
COc1ccc(C)cc1NC(=O)CCNC(=O)Cn1ccc2ccccc2c1=O	-5
Nc1cc(C(=O)NC2CCCN(CCc3ccccc3)C2)ccn1 (configuration not stated)	1
CCn1cc(CNCc2ccc(OC)c(OCC(O)CN3CCCC3)c2)cn1 (configuration not stated)	6
CCOC(=O)c1c(NC(=O)Cc2ccccc2OC)sc2c1CCC2	1
COCC(=O)N1CCC(Oc2ccccc2C(=O)NCc2cccc3[nH]ccc23)CC1	16
COc1ccc(C2CC(c3ccc(C)cc3C)=NN2C(=O)CN2N=NC3C(=O)N(c4c(C)cccc4C)C(=O)C32)cc1 (configuration not stated)	2
C=CCN1C(=O)C(C=Nc2scc(C)c2C(=O)OC)C(=O)N(CCCC)C1=O (configuration not stated)	-8
CCc1ccccc1NC(=O)c1nnn(-c2ccc(C)c(C)c2)c1C	-10
O=C(Nc1ccc(-c2nc3ccccc3[nH]2)cc1)c1cccc(OCc2ccccc2)c1	-10
Cc1cc2n(n1)CCCN2C(=O)Nc1ccccc1C(F)(F)F	-1
CCC(Sc1nnc(C)n2c1cc1sccc12)C(=O)Nc1ccccc1F (configuration not stated)	5
CCCC1(C2CCN(C(=O)CCc3ccccc3OC)CC2)NC(=O)N(CCc2cccs2)C1=O (configuration not stated)	12
Cc1occc1C(=O)n1nc(C(F)(F)F)cc1C	0
Cc1cc(C(=O)CSc2nc3scc(-c4ccc(F)cc4)c3c(=O)n2-c2ccccc2)c(C)n1-c1cccc(C(F)(F)F)c1	-9
CSc1nsc(SCSc2nc(SC)ns2)n1	36*
CCn1nc(C)c2c(-c3ccccc3)cc(=O)n(C(C)C(=O)Nc3ccc(OC)c(OC)c3)c21 (configuration not stated)	-9
Oc1ccc(-c2nc(-c3ccccc3)c(-c3ccc4oc5ccc(-c6[nH]c(-c7ccc(O)cc7)nc6-c6ccccc6)cc5c4c3)[nH]2)cc1	0
Clc1ccc(CSc2nnc(-c3ccc(Br)cc3)o2)c(Cl)c1	-15
COC(=O)C1(C(F)(F)F)N=C(Nc2ccc(F)cc2)O1 (configuration not stated)	4
O=C(NCC1OCCc2ccccc21)c1ccc(Cl)cc1Cl (configuration not stated)	4

Not a retest: entries from further up.
SMILES	RBX1-CUL1 inh
COC(=O)C1(C(F)(F)F)N=C(Nc2ccc(F)cc2)O1 (configuration not stated)	4
O=C(NCC1OCCc2ccccc21)c1ccc(Cl)cc1Cl (configuration not stated)	4

New compounds follow.
SMILES	RBX1-CUL1 inh
COCc1ccc(C(=O)NCc2cccnc2Oc2ccccc2C)o1	-2
COCCNC(=O)CSc1nc(-c2ccc(C)cc2)[nH]c1-c1ccc(OC)cc1	0
COCc1ccc(C(=O)N2CCOC(Cc3ccc(F)cc3)C2)s1 (configuration not stated)	4
Clc1cccc(C2N(Cc3ccccc3)CCN2Cc2ccccc2)c1	5
CCOC(=O)c1nn(-c2cccc(C)c2)c2nc(-c3ccccc3)c(C#N)c(=O)n12	10
COc1cc2nc(-c3ccc4c(c3)C(=O)N(CC(C)C)C4=O)oc(=O)c2cc1OC	6
CCOC(=O)CSc1nn(C2CCCO2)c(=O)[nH]c1=O (configuration not stated)	-1
C#CC(C)(CC)NC(=O)Cn1nnc(-c2ccc(OCc3ccccc3Cl)cc2)n1 (configuration not stated)	-3
COc1ccc(C2c3c(n[nH]c3C)OC(=N)C2C#N)cc1OC (configuration not stated)	1
COc1cc(CC2(CCC(=O)NCCc3ccc(C(F)(F)F)cc3)CCC(=O)N2)ccc1F (configuration not stated)	2
CC1(CC(=O)Nc2ccccc2)Nc2ccccc2C(=O)N1c1ccccc1 (configuration not stated)	1
COC(=O)c1c(-c2ccc(Cl)cc2)csc1NC(=O)COc1ccc(C)c(C)c1	-2
O=C1S/C(=C\c2cccc(OCc3ccccc3Cl)c2)C(=O)N1c1ccccc1	2
COC(=O)C1CCCCN1C(=O)c1c(OC)cc(=O)n2c1CCN(Cc1cccc(F)c1)CC2 (configuration not stated)	1
Cc1ccc(N2CCC(N3CC[C@@H](N4CCN(C)CC4)[C@H](O)C3)CC2)cc1Cl	2

A portion of the results above, for reference:
SMILES	RBX1-CUL1 inh
Oc1ccc(-c2nc(-c3ccccc3)c(-c3ccc4oc5ccc(-c6[nH]c(-c7ccc(O)cc7)nc6-c6ccccc6)cc5c4c3)[nH]2)cc1	0
Clc1ccc(CSc2nnc(-c3ccc(Br)cc3)o2)c(Cl)c1	-15
COC(=O)C1(C(F)(F)F)N=C(Nc2ccc(F)cc2)O1 (configuration not stated)	4
O=C(NCC1OCCc2ccccc21)c1ccc(Cl)cc1Cl (configuration not stated)	4
COCc1ccc(C(=O)NCc2cccnc2Oc2ccccc2C)o1	-2
COCCNC(=O)CSc1nc(-c2ccc(C)cc2)[nH]c1-c1ccc(OC)cc1	0
COCc1ccc(C(=O)N2CCOC(Cc3ccc(F)cc3)C2)s1 (configuration not stated)	4
Clc1cccc(C2N(Cc3ccccc3)CCN2Cc2ccccc2)c1	5
CCOC(=O)c1nn(-c2cccc(C)c2)c2nc(-c3ccccc3)c(C#N)c(=O)n12	10
COc1cc2nc(-c3ccc4c(c3)C(=O)N(CC(C)C)C4=O)oc(=O)c2cc1OC	6
CCOC(=O)CSc1nn(C2CCCO2)c(=O)[nH]c1=O (configuration not stated)	-1
C#CC(C)(CC)NC(=O)Cn1nnc(-c2ccc(OCc3ccccc3Cl)cc2)n1 (configuration not stated)	-3
COc1ccc(C2c3c(n[nH]c3C)OC(=N)C2C#N)cc1OC (configuration not stated)	1
COc1cc(CC2(CCC(=O)NCCc3ccc(C(F)(F)F)cc3)CCC(=O)N2)ccc1F (configuration not stated)	2
CC1(CC(=O)Nc2ccccc2)Nc2ccccc2C(=O)N1c1ccccc1 (configuration not stated)	1
COC(=O)c1c(-c2ccc(Cl)cc2)csc1NC(=O)COc1ccc(C)c(C)c1	-2

Other compounds.
SMILES	RBX1-CUL1 inh
Cc1cc(C)cc(N2C(=O)CSC23C(=O)N(CC(N)=O)c2ccccc23)c1 (configuration not stated)	-5
O=C(Nc1ccccc1Br)N1CCC(CN2CCCC2)CC1	-4
CCC(C)(C)c1ccc(OC(C(=O)Nc2cccc(C(=O)NC3=NN(c4ccccc4)C(=O)C3)c2)C(C)C)cc1 (configuration not stated)	-7
COc1ccc2cc(C(=O)N3CCOCC3)sc(=O)c2c1OC	-10
Cc1c2cnn(CC(=O)NCc3ccc(F)cc3)c(=O)c2c(C)n1Cc1cccc(Cl)c1	-8
CCOc1ccc(OCC)c(NS(=O)(=O)c2cc(-c3onc(C)c3C)ccc2OC)c1	7
CC(=O)Nc1cccc2c1C(=O)C(N(C(C)=O)C(C)=O)=C(Br)C2=O	-9
COc1ccc(-c2nc(CSc3nncn4c3cc3sccc34)c(C)o2)cc1OC	4
CC(C(=O)NCCCn1ccnc1)(c1ccccc1)c1ccccc1	4
CC1CCCN(C(=O)CSc2c3c(nc4cc(Cl)ccc24)CCCC3)C1 (configuration not stated)	-3
CCN(CC)C(=O)C1C(C)=Nc2nc3ccccc3n2C1c1ccc(Cl)cc1 (configuration not stated)	-16
CCOc1ccc(C2Oc3ccccc3C(=O)C2=O)cc1OCC (configuration not stated)	6
Cc1nc(OCc2ccccc2)c2ccccc2n1	-5
CCc1ccc(CN(C(=O)Nc2cccc(Cl)c2)c2ccccn2)cc1	-1
CCN1CCN(c2nc(-c3ccc(C)cc3)cc(=O)[nH]2)CC1	-4
COCCNS(=O)(=O)c1ccc(OC)c(C)c1C	-16
Cc1cc(-n2ccc3c(C#N)c(=O)n(-c4ccccc4)nc3c2=O)n[nH]1	5
O=C(c1cn[nH]c1)N1CCOC(Cc2cccc(C(F)(F)F)c2)C1 (configuration not stated)	-1
CCCSc1nc(-c2ccccc2)[nH]c1S(=O)(=O)c1ccc(C)cc1	-14
CC(=O)OCc1c(C)cc(C)c(/C=C(/C#N)C(N)=S)c1C	-10
COc1ccc(CCNC(=O)c2ccc3c(c2)N(Cc2ccccc2)CCS3)cc1OC	-5
O=C1CCC(C(=O)N2CCCO2)CN1Cc1cccc(F)c1 (configuration not stated)	-3
CCCNc1ccc(S(=O)(=O)N(C(C)C)C(C)C)cn1	16
O=C(Nc1nccs1)c1ccc(CSc2nnnn2-c2ccccc2)cc1	-4
O=C(N/N=C/c1ccco1)c1ccc(Br)o1	-1
CCOC(=O)c1nn(-c2ccc(C)cc2)cc1C(=O)c1ccco1	14
CCCCC1CN(CCNC(=O)c2c(F)cccc2Cl)Cc2ccccc2O1 (configuration not stated)	11
COc1ccc(S(=O)(=O)Nc2ccccn2)cc1C(=O)NC1CCCCC1	0
CCOc1cc(/C=C2/C(=N)N3N=C(CC)SC3=NC2=O)ccc1OCc1ccccc1	4
COc1ccc(OC)c(NC(=O)Cn2c(=O)cc(C)c3c(C)nn(-c4cccc(Cl)c4C)c32)c1	0
COc1cccc(N2CC(NC(=O)C3CCCC3)CC2=O)c1 (configuration not stated)	9
COc1ccc(OC)c(NC(=O)c2c(NCc3cccs3)sc3c2CCCCC3)c1	5
CC(C)(Oc1ccc(Cl)cc1)C(=O)N1CCN(c2ccccc2)CC1	1
CSc1nc2ccc(NC(=O)c3ccccc3C(=O)N3CCOCC3)cc2s1	8
Cc1nn(C)cc1C(=O)Nc1ccccc1Br	-5
Cn1c2c(c(=O)n(C)c1=O)C(c1cccc(Cl)c1)CC(=O)N2 (configuration not stated)	10
O=C(OCc1ccc(Cl)cc1)c1ccc2ccccc2c1O	2
CSCCC(NC(=O)C1CCCCC1)C(=O)Nc1ccc(F)c(Cl)c1 (configuration not stated)	-7
COc1cccc(-c2cc(C(=O)NCCc3ccc(OC)c(OC)c3)no2)c1	-7
N#Cc1cn(CCCn2cc(C#N)c(=O)[nH]c2=O)c(=O)[nH]c1=O	-5
N#CC1C(=N)Oc2cc(O)ccc2C1c1ccc(Cl)cc1Cl (configuration not stated)	-1
N#C/C(=C\c1ccc(-c2cccc(Cl)c2)o1)C(=O)Nc1cccc(C(F)(F)F)c1	6
O=C(N/N=C/C1CC2CCC1C2)c1c[nH]c2ccccc12 (configuration not stated)	-5
O=C1CCC(C(=O)N2CCCC(CCc3cccc(F)c3)C2)=NN1 (configuration not stated)	4
CN1CCN(C(=O)c2c(NC(=O)c3ccccc3)sc3c2CCCC3)CC1	-2
CS(=O)(=O)N(Cc1ccccc1Cl)c1ccc(C(=O)NC2CC3CCC2C3)cc1 (configuration not stated)	3
COc1ccc(C2(Nc3cccc(F)c3)C(=O)c3ccccc3C2=O)cc1	-12
Cc1noc(C)c1CCCNC(=O)c1ccc(N2CCOCC2)nc1	0
COCc1ccc(CN2CCOc3ccc(CN4CCC(OCc5ccccc5)CC4)cc3C2)o1	-1
Cc1cc(C)nc(N2CCN(c3cccc(Cl)c3)CC2)n1	-1
COc1ccc(N(CC(=O)NCCSCc2ccc(Cl)c(Cl)c2)S(C)(=O)=O)cc1OC	-3
COc1ccc(CC2(CCC(=O)NCc3nc(-c4ccccc4)cs3)CCC(=O)N2)c(F)c1 (configuration not stated)	9
O=C(Nc1nnc(S(=O)(=O)N2CCOCC2)s1)c1cccc(Br)c1	2
COCCNC(=O)c1ccc(-c2nc(CS(=O)(=O)c3ccccc3)c(C)o2)cc1	9
CN1C(=O)CC(CC(=O)N(CC2CC2)CC2CCCO2)(c2ccc(-c3ccccc3)cc2)C1=O (configuration not stated)	-3
OC(Cc1ccccc1)c1ccc2c(c1)CN(Cc1ccc(OC(F)F)cc1)CCO2 (configuration not stated)	14
COc1ccccc1-c1nn(CCC(=O)Nc2cccc(C(C)=O)c2)c2nc(C)cc(C)c12	-10
COc1ccc(NC(=O)C(NC(=O)/C=C\c2ccc3c(c2)OCO3)c2ccc(C)cc2)cc1 (configuration not stated)	-10
CC(=O)c1ccc(-c2nc3cc(Oc4ccc5nc(-c6ccccc6)c(-c6ccc(C(C)=O)cc6)nc5c4)ccc3nc2-c2ccccc2)cc1	1
O=C(c1ccco1)N(C1CC1)C(Cc1ccccc1)C1CCN(Cc2cc(F)ccc2F)CC1 (configuration not stated)	0
The list continues.
SMILES	RBX1-CUL1 inh
COc1ccc(Br)cc1C(=O)n1cnc2ccccc21	-3
O=C(O)c1ccc(Nc2nc(Cl)nc(Cl)n2)cc1-c1c2ccc(=O)cc-2oc2cc(O)ccc12	106*
COc1ccc(N2CCN(C(=O)Cc3noc4ccc(C)cc34)CC2)cc1	0
Cn1cnc2c(oc3ccccc32)c1=O	2
Cc1cccnc1CNC(=O)CC(c1ccccc1)c1ccc2c(c1)OCO2 (configuration not stated)	2
COc1ccc(C(=O)Nc2nc(-c3nnn(-c4cc(OC)ccc4OC)c3C)ns2)cc1	0
CN1C(=O)C(NC(=O)CSc2nc3ccccc3s2)c2ccccc21 (configuration not stated)	3
Fc1ccccc1C1Nc2ccccc2-c2nnc(SCc3ccccc3)nc2O1 (configuration not stated)	-5
O=C(Nc1cccc(-c2cc3ccccc3oc2=O)c1)c1ccc(Br)cc1	-1
CCOc1cccc(NC(=O)c2ccccc2OCC)c1	-7
CCOC(=O)N1CCN(C2CCCN(C(=O)c3cc(=O)n(C)c(=O)n3C)C2)CC1 (configuration not stated)	2
CN(C)c1ccc(C2CC(c3ccccc3)=Nc3nnnn32)cc1 (configuration not stated)	9
O=C(c1ccccn1)N1CCc2cc(S(=O)(=O)N3CCOCC3)ccc21	-7
COc1ccc(CCNC(=O)c2cccc(-n3c(C)nc4cccnc43)c2)cc1OC	3
Cc1ccc(Nc2ccc(NCc3ccccc3)nn2)cc1C	-5
